MT stabilize HCS = stabilizes microtubules in HeLa cells. % tubulin-high responders, % at 10 µM. HeLa tubulin immunostaining HCS, 24 h; share of cells brighter than vehicle mean+2SD. hit rate 0.83% among 200,000. AID 2205;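 active means plate Z-score above 3 for both tubulin-high and condensed-nucleus cell shares, with cell loss under 80%, at 10 µM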;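 further: anti alpha tubulin signal scored within the nucleus-defined area of each cell; some results filed as inactive read as strong as hits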
bCat nuc transl = beta-catenin nuclear translocation modulation | HeLa beta-catenin nuclear translocation, immunofluorescence imaging | nuclear translocation activity, % at 5 µM | hit rate 0.3% among 190,000 | AID 1665;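 active means nuclear translocation activity above 50% at 5 µM, with a well cell count of 50 or more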;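 further: per-cell ratio of nuclear to cytoplasmic median beta-catenin stain intensity; plate controls were DMSO negative control for no effect and GSK-3 inhibitor IX positive control for full effect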
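Test system: human HeLa cells, native beta-catenin. Compound dosing: 5 µM primary single dose, 0.1% DMSO, 0.02–20 µM confirmation series. Incubation: compound exposure 24 h at 37°C. Detection: beta-catenin immunostaining with DAPI counterstain, 20x imaging, 6 fields/well. Read-out basis: Nuclear/cytoplasmic beta-catenin signal ratio, % activation.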
PMI inhibition = human PMI inhibitors, high substrate, primary screen, biochemical, fluorescence intensity, high mannose 6-phosphate (AID 1220); recombinant PMI enzyme, coupled fluorescence intensity; higher % means a stronger effect; inhibition, % at 20 µM, or IC50 in µM where a hit was titrated; hit rate 0.66% among 190,000
Ins promoter up = MIN6 insulin promoter up-regulation | hit rate 0.3% among 190,000 | MIN6 insulin promoter-GFP reporter, high-content imaging; active compounds read high | AID 1625 | z-score at 5 µM;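 active means z-score above 3 at 5 µM with at least 500 cells counted in the well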
Yfh1-depleted yeast = mitochondrial function rescue without frataxin homolog – Friedreich's ataxia, plus single-dose screen, dose response (AID 1465); S. cerevisiae Yfh1-off respiration, WST-1 reduction, 72 h; higher fold induction means a stronger effect; fold induction at 50 µM, or EC50 in µM where a hit was titrated; hit rate 0.074% among 220,000;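 active means fold induction of absorbance versus untreated yeast above a set limit, then at least 30% activation at any dose in follow-up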;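 further: activators that raise dye reduction in frataxin-depleted yeast; strong numbers were not always called active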
human PMI inhibition = inhibitors of human PMI, primary screen, biochemical, fluorescence intensity, coupled assay (AID 1209); purified PMI enzyme, coupled fluorescence intensity; higher % means a stronger effect; inhibition, % at 20 µM, or IC50 in µM where a hit was titrated; hit rate 0.42% among 190,000;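 further: plate controls were DMSO vehicle for no effect and wells lacking substrate for full effect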
Autophagy HCS = modulators of autophagy; MEF GFP-LC3 puncta imaging; test concentration mostly 10 µM; calls only at 10 µM (by protocol); hit rate 0.98% among 190,000;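 active means percentage of spot-positive cells more than 3 SD above its plate mean, without a fluorescence outlier flag or 80% toxicity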;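 further: spot-positive cell cutoff set from DMSO-treated cells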
Dynein transport = dynein cargo transport inhibition. z-score, hits read low. 3617.4 mouse cells, GR-EGFP nuclear translocation imaging; test concentration mostly 20 µM; stimulated with dexamethasone, 1 µM; active compounds read low. hit rate 0.47% among 220,000. AID 1381;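 active means plate z-score of nuclear minus cytoplasmic receptor signal below a set negative limit, without overly bright fluorescence or cell loss, cut at about -3.5 in these data, passing the limit was not always enough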;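 further: z-score of nuclear minus cytoplasmic ring GR-EGFP intensity difference per well; some compounds called inactive have numbers as strong as hits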
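medium = tetracycline-free induction medium containing charcoal-stripped FBS | probe or stimulus = dexamethasone, 1.0 µM final | timing = 48 h induction, then 1 h compound, then 30 min agonist, 37 °C | detection = automated 10x imaging of fixed Hoechst-stained cells | read-out basis = nuclear versus cytoplasmic GR-EGFP signal, averaged per well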
WT yeast gro inh = growth inhibition of WT yeast, mitochondrial fusion screen; mitochondrial fusion phenotypic screen, WT strain; inhibition, % at 10 µM; hit rate 2.1% among 190,000; in the data active means inhibition above about 58%; tested in S. cerevisiae
WT yeast gro inh mutant strain = further read-out of WT yeast gro inh, marked with its call; inhibition, %; mitochondrial fusion phenotypic screen, mutant strain inhibition
Dynein transport cytoplasmic EGFP = second read-out of Dynein transport, no call of its own (marks repeat the call); z-score; measured here: cytoplasmic GR-EGFP intensity; active compounds read high
Dynein transport nuclear GR-EGFP = further read-out of Dynein transport, marked with its call; z-score; measured here: nuclear GR-EGFP intensity;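 lower value marks the stronger effect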
Dynein transport cell count = second read-out of Dynein transport, no call of its own (marks repeat the call); z-score; measured here: cell count per field
Ins promoter up cell count = recorded beside Ins promoter up, whose call it bears; cell count; measured here: cytotoxicity, nuclei count;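 total cells summed across four imaged fields per well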
bCat nuc transl cell count 5 µM = further read-out of bCat nuc transl, marked with its call; cell count; measured here: cell count, cytotoxicity flag
MT stabilize HCS Hoechst-high % = second read-out of MT stabilize HCS, no call of its own (marks repeat the call); % Hoechst-high responders; measured here: nuclear condensation Hoechst responders;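 share of cells brighter than vehicle mean plus two SD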
MT stabilize HCS cytotoxicity % = recorded beside MT stabilize HCS, whose call it bears; toxicity, %; measured here: cytotoxicity by cell density;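 0% = mean cell density of plate MIN control wells and 100% = no cells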
Autophagy HCS cell loss 18 h = second read-out of Autophagy HCS, no call of its own (marks repeat the call); toxicity, %; measured here: cell loss, nuclei count;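 cell loss after 18 h compound exposure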
Numbers without * were called inactive; i = inactive; nt = not tested or not shown. Unless noted, no stated cut-off is given here; in the data, active means inhibition above about 50%; inactive means the rest.

| item | mol | Ins promoter up | human PMI inhibition | bCat nuc transl cell count 5 µM | MT stabilize HCS cytotoxicity % | Dynein transport cytoplasmic EGFP | MT stabilize HCS | Dynein transport | WT yeast gro inh | Autophagy HCS | MT stabilize HCS Hoechst-high % | bCat nuc transl | Autophagy HCS cell loss 18 h | Dynein transport nuclear GR-EGFP | Dynein transport cell count | Ins promoter up cell count | PMI inhibition | WT yeast gro inh mutant strain | Yfh1-depleted yeast |
| --- | --- | --- | --- | --- | --- | --- | --- | --- | --- | --- | --- | --- | --- | --- | --- | --- | --- | --- | --- |
| 1 | C/C(N)=C(/C#N)C(=O)COC(=O)C1CCN(C(=O)c2ccc(Cl)cc2)CC1 | 0.71 | -4% | 1111 | 12 | -0.17 | 3.8 | -0.4 | -7 | i | 2.1 | -0.3 | 15 | -0.33 | 0.38 | 1421 | -1% | -12 | i |
| 2 | CC(=O)Nc1cccc(-c2nnc3n2CC(C)S3)c1 (stereo unspecified) | 1.2 | 10% | nt | 40 | -0.24 | 2.8 | 1.2 | -14 | i | 3.2 | nt | -3 | 1.1 | -0.42 | 1319 | 9% | -1 | i |
| 3 | COc1ccc(-c2c(C#N)c(SCC(=O)c3cc4ccccc4oc3=O)nc(C)c2C(=O)Nc2ccccc2)cc1 | -0.33 | 0% | 1128 | 13 | -0.083 | 8.8 | -0.42 | 4 | i | 2.5 | -2.0 | -12 | -0.17 | 0.56 | 1328 | 4% | 3 | i |
| 4 | COc1ccc(-c2n[nH]c(=S)n2-c2ccc(C)cc2)cc1 | -0.07 | nt | 1371 | nt | -0.17 | nt | -0.43 | nt | nt | nt | -0.8 | nt | 0.39 | -0.79 | 1022 | nt | nt | i |
| 5 | COc1ccc(-n2cnc3cc(NCc4ccccn4)ccc32)cc1 | nt | 18% | nt | 9.0 | -0.16 | 1.8 | -0.84 | 2 | i | 1.9 | nt | -4 | -1.1 | -0.19 | nt | 28% | -65 | i |
| 6 | CCn1nccc1C(=O)Nc1ccc(Cl)cn1 | -0.12 | -7% | nt | 2.6 | -0.25 | 3.7 | 2.1 | -7 | i | 1.2 | nt | 3 | 1.1 | -1 | 855 | -14% | -2 | i |
| 7 | COc1ccccc1CNC(=O)C(=O)NCC1OCCN1C(=O)c1ccc(Cl)cc1 (stereo unspecified) | -0.66 | nt | 1333 | nt | -0.18 | nt | 0.041 | nt | nt | nt | -0.2 | nt | 0.63 | -0.7 | 1024 | nt | nt | i |
| 8 | CCCCNS(=O)(=O)c1ccc(NC(=O)c2c(-c3ccccc3Cl)noc2C)cc1 | 0.39 | 7% | nt | 11 | 0.26 | 2.0 | -0.25 | 2 | i | 1.6 | nt | -14 | 0.11 | 0.43 | 892 | 7% | 2 | i |
| 9 | O=C(Cc1ccc(Nc2nc3ccc(Br)cc3[nH]2)cc1)NCCc1cccs1 | 0.21 | 14% | 955 | 3.3 | -0.098 | 2.3 | 0.081 | -11 | i | 2.2 | 5.6 | -17 | 0.38 | -0.55 | 1750 | 12% | -6 | i |
| 10 | Cc1cc(=O)oc2cc(OC(=O)c3cncc(Br)c3)ccc12 | 0.21 | -15% | 1024 | 5.3 | -0.27 | 2.4 | 0.31 | 6 | i | 1.9 | -3.5 | -1 | 0.32 | -0.48 | 1614 | -10% | 13 | i |
| 11 | CCC(=O)n1nc(-c2ccc(OC)cc2)nc1N | 0.18 | 4% | 1338 | 8.9 | -0.32 | 3.5 | 0.26 | 2 | i | 2.1 | 0.2 | -9 | 0.38 | 0.02 | 1673 | 5% | 10 | i |
| 12 | O=C(O)CCCCCN1C(=O)/C(=C/c2ccncc2)SC1=S | -0.01 | -1% | 464 | 6.2 | 0.22 | 5.2 | 0.71 | -33 | i | 4.0 | 8.0 | -19 | 0.11 | -0.63 | 1289 | -1% | -18 | i |
| 13 | O=C(c1cc([N+](=O)[O-])ccc1N1CCCCC1)N1CCCC1 | 0.58 | -2% | 440 | 7.1 | -0.23 | 2.1 | -0.36 | 0 | i | 1.4 | 1.4 | 10 | -0.18 | -0.52 | 1205 | -3% | 11 | i |
| 14 | CC(C)(C)NC(=O)CSc1nc(-c2ccccc2)cc(=O)[nH]1 | 0.28 | 6% | 1456 | 4.4 | -0.2 | 3.3 | -0.27 | 13 | i | 2.4 | -0.3 | 10 | 0.21 | 0.55 | 1426 | 3% | 3 | i |
| 15 | Clc1ccc(OCc2cn3cccnc3n2)c2ncccc12 | -0.61 | 13% | 1173 | 6.5 | -0.32 | 4.5 | -0.22 | -2 | i | 3.2 | 0.8 | -4 | -0.73 | -0.48 | 1271 | 8% | 5 | i |
| 16 | COc1cc(-c2nnc(SC/C=C/c3ccccc3)n2N)cc(OC)c1OC | -0.56 | -5% | 1320 | 7.3 | -0.22 | 2.3 | -0.42 | 0 | i | 1.0 | 0.2 | 15 | -1 | 0.075 | 1669 | -3% | 6 | i |

An excerpt of these results, with values under each structure:
Screens in order: Ins promoter up	human PMI inhibition	bCat nuc transl cell count 5 µM	MT stabilize HCS cytotoxicity %	Dynein transport cytoplasmic EGFP	MT stabilize HCS	Dynein transport	WT yeast gro inh	Autophagy HCS	MT stabilize HCS Hoechst-high %	bCat nuc transl	Autophagy HCS cell loss 18 h	Dynein transport nuclear GR-EGFP	Dynein transport cell count	Ins promoter up cell count	PMI inhibition	WT yeast gro inh mutant strain	Yfh1-depleted yeast
11	CCC(=O)n1nc(-c2ccc(OC)cc2)nc1N
  0.18	4%	1338	8.9	-0.32	3.5	0.26	2	i	2.1	0.2	-9	0.38	0.02	1673	5%	10	i
12	O=C(O)CCCCCN1C(=O)/C(=C/c2ccncc2)SC1=S
  -0.01	-1%	464	6.2	0.22	5.2	0.71	-33	i	4.0	8.0	-19	0.11	-0.63	1289	-1%	-18	i
13	O=C(c1cc([N+](=O)[O-])ccc1N1CCCCC1)N1CCCC1
  0.58	-2%	440	7.1	-0.23	2.1	-0.36	0	i	1.4	1.4	10	-0.18	-0.52	1205	-3%	11	i
14	CC(C)(C)NC(=O)CSc1nc(-c2ccccc2)cc(=O)[nH]1
  0.28	6%	1456	4.4	-0.2	3.3	-0.27	13	i	2.4	-0.3	10	0.21	0.55	1426	3%	3	i
15	Clc1ccc(OCc2cn3cccnc3n2)c2ncccc12
  -0.61	13%	1173	6.5	-0.32	4.5	-0.22	-2	i	3.2	0.8	-4	-0.73	-0.48	1271	8%	5	i
16	COc1cc(-c2nnc(SC/C=C/c3ccccc3)n2N)cc(OC)c1OC
  -0.56	-5%	1320	7.3	-0.22	2.3	-0.42	0	i	1.0	0.2	15	-1	0.075	1669	-3%	6	i

Remaining list, next part:
| item | mol | Ins promoter up | human PMI inhibition | bCat nuc transl cell count 5 µM | MT stabilize HCS cytotoxicity % | Dynein transport cytoplasmic EGFP | MT stabilize HCS | Dynein transport | WT yeast gro inh | Autophagy HCS | MT stabilize HCS Hoechst-high % | bCat nuc transl | Autophagy HCS cell loss 18 h | Dynein transport nuclear GR-EGFP | Dynein transport cell count | Ins promoter up cell count | PMI inhibition | WT yeast gro inh mutant strain | Yfh1-depleted yeast |
| --- | --- | --- | --- | --- | --- | --- | --- | --- | --- | --- | --- | --- | --- | --- | --- | --- | --- | --- | --- |
| 17 | C/C=C/c1ccc(OCCN2CCc3ccccc3C2)c(OC)c1 | 0.55 | -11% | 566 | 13 | -0.27 | 3.6 | -0.78 | 8 | i | 1.5 | -0.2 | -2 | 0.16 | 0.7 | 1372 | -5% | -4 | i |
| 18 | COCCNC(=O)C1CCN(S(=O)(=O)c2c(C)noc2/C=C/c2cccs2)CC1 | 0.94 | nt | 1308 | nt | 0.0056 | nt | -0.84 | nt | nt | nt | -0.8 | nt | -0.073 | 1.5 | 961 | nt | nt | i |
| 19 | Cc1cc(NC2C3CC4CC(C3)CC2C4)n2ncnc2n1 (stereo unspecified) | nt | -5% | nt | 9.5 | -0.21 | 1.7 | -0.64 | 2 | i | 1.3 | nt | -17 | -0.21 | 0.83 | nt | 1% | 6 | i |
| 20 | CS(=O)(=O)N(Cc1ccc(Cl)cc1)c1ccc(C(=O)N/N=C/c2cc3ccccc3nc2Cl)cc1 | -0.54 | 14% | nt | 10.0 | -0.22 | 1.9 | 0.02 | 7 | i | 3.2 | nt | 12 | -0.093 | -0.4 | 1207 | 3% | 9 | i |
| 21 | CCOc1nnc(C)c2c(C)n(-c3cccc(Cl)c3)nc12 | 0.34 | 4% | 1089 | 1.4 | 5.9 | 1.8 | -0.91 | -9 | i | 1.1 | 3.0 | -5 | 0.83 | 0.62 | 712 | -8% | -3 | i |
| 22 | CCOC(=O)C1(CCc2ccccc2)CCN(C(=O)CCc2cnn(C)c2)CC1 | 1.3 | 4% | 1086 | 3.5 | -0.14 | 1.7 | -0.41 | -2 | i | 1.3 | -1.6 | 7 | -0.12 | 0.68 | 1347 | -4% | -2 | i |
| 23 | COc1ccccc1CCNC(=O)c1cc(-c2ccccn2)nc2ccc(Br)cc12 | -0.19 | -12% | 1477 | 8.4 | -0.24 | 7.0 | 0.73 | -7 | i | 2.1 | 0.0 | 23 | 0.66 | -1.2 | 1459 | -5% | 0 | i |
| 24 | CCOC(=O)C/C(C)=N/NC(=O)Nc1ccccc1 | 0.55 | 3% | 543 | 5.5 | -0.21 | 2.7 | -1 | -6 | i | 2.9 | 0.4 | -3 | -0.91 | 1 | 1280 | -4% | -7 | i |
| 25 | O=C(c1ccccc1)c1c[nH]c2cc3c(cc2c1=O)OCO3 | 0.14 | -5% | 1122 | 23 | -0.24 | 4.8 | 1.8 | -5 | i | 3.1 | -1.0 | -1 | 1.1 | -1.1 | 1257 | -7% | 12 | i |
| 26 | CCCC1=C(C(=O)OCC)C(c2cc(Cl)cc(OC)c2OCc2ccccc2)NC(=O)N1 (stereo unspecified) | nt | 10% | nt | 6.9 | -0.24 | 3.3 | 0.53 | -14 | i | 1.0 | nt | 3 | -0.7 | -0.17 | nt | 6% | 14 | i |

Source: PubChem BioAssay
